STAT1 inh: STAT1 signaling inhibition. 200,000 compounds, 0.35% hits. inhibition, % at 5.5 µM. NIH 3T3 STAT1-luciferase reporter, IFN-gamma, luminescence. AID 920;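 active = inhibition above a set limit, the mean inhibition across all tested compounds plus 3 SD, cut at about 34% in these data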;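 note: 0% = IFN-gamma with DMSO and 100% = IFN-gamma with 300 µM nifuroxazide; values of inactives mirror those of a sister screen read the other way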
PPARg SRC-1 ag: agonists of human PPARgamma SRC-1 coactivator recruitment; PPARgamma-SRC-1 coactivator recruitment biochemical assay; P37231; AID 631; 200,000 compounds, 0.41% hits; activation, % at 8 µM; in the data active = activation above about 19%;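 note: 0% = DMSO and 100% = reference agonist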
STAT3 inh: inhibitors of IL-6 induced STAT3 signaling | U3A cells, IL-6 STAT3-luciferase reporter, luminescence; host cell line lacks STAT1 | 190,000 compounds, 0.89% hits | AID 862 | inhibition, % at 5.5 µM;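 active = inhibition above the mean inhibition across all screened compounds plus 3 SD, cut at about 44% in these data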;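 note: 0% = DMSO only wells and 100% = 100 µM nifuroxazide control wells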
TLR4-MyD88 BLA: TLR4-MyD88 interaction inhibition in cells. O00206+Q99836. HeLa CL3-4 TLR4/MyD88 BLA complementation, FRET ratio. inhibition, % at 8.4 µM. 200,000 compounds, 0.18% hits. AID 861; in the data active = inhibition above about 25%;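 note: 0% = vehicle and 100% = reference inhibitor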
TR-FRET SRC-2 ct: flags TR-FRET format artefacts in PPARgamma SRC-2 recruitment agonist screen; TR-FRET artefact counter-screen; stronger effect = higher value; TR-FRET ratio at 8 µM; 200,000 compounds, 0.4% hits; in the data active = TR-FRET ratio above about 2000; note: inactives centre near 1500
RAM inhibit: inhibitors of the yeast RAM network | S. cerevisiae dse1pr::URA3 reporter, 5-FOA growth OD615, 2 d; analog-sensitive cbk1-as2 kinase mutant strain | inhibition, % at 50 µM | 190,000 compounds, 1.8% hits | AID 868;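 active = inhibition above a set limit, 3 SD over mean compound inhibition, cut at about 8.4% in these data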;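 note: 0% = DMSO-only wells with no growth and 100% = 10 µM 1-NA-PP1 full growth; inhibition rescues growth on 5-FOA so higher OD means more RAM inhibition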
S1P3 antagonist: S1P3 (human) receptor antagonism. 170,000 compounds, 0.27% hits. AID 485. CHO S1P3 NFAT-BLA reporter, FRET fluorescence, antagonist mode. inhibition, % at 4.98 µM;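 active = inhibition above the plate cutoff, the mean inhibition of test wells on that plate plus 3 SD, cut at about 28% in these data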;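 note: cells challenged with S1P at its EC80 of 0.8 µM; blue over green emission ratio from cleaved BLA substrate after 4 h stimulation; 0% = S1P-stimulated wells and 100% = unstimulated DMSO-only wells; some compounds past the cut are filed as inactive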
Target sequence (Q99500 whole entry, looked up): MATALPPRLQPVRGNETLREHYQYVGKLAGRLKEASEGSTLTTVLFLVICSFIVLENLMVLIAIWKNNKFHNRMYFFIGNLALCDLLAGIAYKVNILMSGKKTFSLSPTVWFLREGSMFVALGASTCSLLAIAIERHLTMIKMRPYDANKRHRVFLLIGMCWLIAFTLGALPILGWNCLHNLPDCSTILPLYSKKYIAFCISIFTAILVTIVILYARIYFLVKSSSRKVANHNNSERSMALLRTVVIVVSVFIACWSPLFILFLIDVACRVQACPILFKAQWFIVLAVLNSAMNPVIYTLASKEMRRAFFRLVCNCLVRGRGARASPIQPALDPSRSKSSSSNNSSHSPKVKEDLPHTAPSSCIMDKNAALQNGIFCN
ROMK primary: human ROMK K+ channel modulation, primary screen; P48048; Tet-inducible ROMK, thallium flux fluorescence; actives lie on both sides; B-score at 10 µM; 130,000 compounds, 2% hits; AID 1918;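 active = signal ratio slope over the read window, or its plate-corrected B-score, at least 3 SD from the plate mean, either direction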;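 note: B-score of the F/F0 ratio slope over 7 to 12 s after thallium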
Target sequence (P48048 whole entry, looked up): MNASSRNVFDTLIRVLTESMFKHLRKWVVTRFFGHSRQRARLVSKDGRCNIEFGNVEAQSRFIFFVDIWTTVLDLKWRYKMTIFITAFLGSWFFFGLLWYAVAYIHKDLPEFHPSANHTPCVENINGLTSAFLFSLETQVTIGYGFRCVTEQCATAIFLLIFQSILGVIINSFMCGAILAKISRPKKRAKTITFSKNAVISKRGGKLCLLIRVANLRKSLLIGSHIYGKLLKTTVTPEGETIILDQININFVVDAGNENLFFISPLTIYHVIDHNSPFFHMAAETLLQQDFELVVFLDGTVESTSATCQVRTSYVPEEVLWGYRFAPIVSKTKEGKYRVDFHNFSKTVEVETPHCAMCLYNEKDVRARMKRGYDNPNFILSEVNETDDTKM
STAT3 activator: STAT3 signaling activation | 190,000 compounds, 0.91% hits | U3A cells, IL-6 STAT3-luciferase reporter, luminescence; 100% = signal with IL-6 EC80 alone | activation (% of control), % at 5.6 µM | AID 871;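 active = activation above the screen-wide mean of compound activation plus 3 SD, cut at about 130% in these data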;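 note: 0% = background luminescence of wells with medium and substrate only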
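Detection: reporter luminescence signal / Assay system: STAT1-lacking human U3A cells, STAT3 luciferase reporter / Incubation: compound pre-incubation 1 h before IL-6, then 6 h stimulation at 37 °C / Control set: IL-6-only high control / Read-out: % activation relative to IL-6 control / Probe or stimulus: Interleukin-6, 33 ng/mL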
PPARg SRC-2 ag: PPARgamma-driven SRC-2 recruitment agonism | P37231 | PPARgamma LBD-SRC-2 recruitment, biochemical | activation, % at 8 µM | 200,000 compounds, 0.34% hits | AID 1032; in the data active = activation above about 22%;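 note: 0% = vehicle and 100% = reference agonist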
PPARg SRC-3 ag: promotes SRC-3 coactivator recruitment by human PPARgamma. P37231. biochemical PPARgamma/SRC-3 coactivator recruitment assay. activation, % at 8 µM. 200,000 compounds, 0.26% hits. AID 731; in the data active = activation above about 23%;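 note: 0% = DMSO and 100% = reference agonist; some compounds past the cut are filed as inactive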
The depositor's hits bear a star; . = no result given.

SMILES	STAT1 inh	PPARg SRC-1 ag	STAT3 inh	TLR4-MyD88 BLA	TR-FRET SRC-2 ct	RAM inhibit	S1P3 antagonist	ROMK primary	STAT3 activator	PPARg SRC-2 ag	PPARg SRC-3 ag
C/C(=N/NC(=O)c1ccccn1)c1ccco1	-9	-1	44*	-3	1470	3.1	.	.	66	-6	-6
COc1ccc(CNCC(O)(c2ccccc2)c2ccccc2)cc1OC	18	-6	22	0	1588	1.1	6	-0.071	86	-7	-1
C=CCn1c(SCn2nnc3ccccc3c2=O)nnc1C1CCCCC1	8	-6	18	1	1522	0.0	-44	.	93	-8	-3
Cc1ccc(N(C(=O)c2ccc(S(=O)(=O)N3CCOCC3)cc2)C2C=CS(=O)(=O)C2)cc1 (stereo not drawn)	2	2	3	-13	1482	0.5	-8	.	103	6	-5
COC(=O)c1ccc(CN(c2ccccc2Cl)S(C)(=O)=O)cc1	-7	1	-1	4	1506	1.1	-13	-1.2	105	8	5
OCCC1CN(Cc2ccccn2)CCN1C1CCCC1 (stereo not drawn)	-3	7	3	-24	1374	1.9	0	.	102	1	1
CCCc1cc(=O)[nH]c(SCC(=O)c2cc(C)n(CC(F)(F)F)c2C)n1	1	8	-3	0	1617	2.3	-10	0.26	104	7	-1
Nc1ccc(Br)c2c1C(=O)c1ccccc1C2=O	-18	-1	21	-19	1597	4.4	.	.	86	10	8
COC(=O)c1ccc2c(=O)n3c(nc2c1)SCC(c1ccccc1)=N3	-7	4	19	2	1660	6.7	-20	.	88	1	-3
Cn1nc(-c2ccccc2F)c2cc(C(=O)N3CCN(C(=O)c4ccco4)CC3)sc21	7	4	10	7	1330	.	-9	-0.55	98	-1	10
Cn1cc(CC(=O)NCCN2CCOCC2)c2ccccc21	-2	8	11	-26	1538	0.4	-3	0.0099	98	0	3
N#CSCC(=O)c1cccc2ccccc12	3	11	-17	2	1733	-0.5	0	.	113	-4	11
CC1(C)NC(=O)N(CCCCOc2ccc3c(c2)CCC3)C1=O	-8	2	2	4	1355	2.4	-20	-0.75	103	8	-1
COc1ccccc1N(CC(O)Cn1c2ccccc2c2ccccc21)S(=O)(=O)c1ccccc1 (stereo not drawn)	4	1	1	6	1516	6.5	0	-1.7	98	-1	-2
Cc1occc1-c1nnc(SCC(=O)NCc2ccco2)n1CC(C)C	2	5	9	0	1598	-0.4	8	-0.62	96	10	-4
CC(C)(c1ccccc1)c1ccc(OCCn2cnc3ccccc3c2=O)cc1	-6	1	13	-6	1422	8.7*	.	1.1	94	2	5
Cc1c(Cl)cccc1Nc1nc(N)nc(CSC(=S)N2CCOCC2)n1	-19	4	-1	-6	1605	0.0	10	-0.9	107	6	3
CC(=O)Nc1cc2c(cc1C(=O)c1ccc(C)cc1)OCCO2	-7	-5	-11	6	1477	0.5	-20	.	112	3	-3
Cn1cnnc1Sc1ccc(CN2CCN(C3CCCC3)C(CCO)C2)o1 (stereo not drawn)	-6	-3	-6	-7	1386	1.9	-6	0.47	110	-2	1
O=C(O)COc1cccc2nsnc12	-4	4	2	5	1604	-1.1	3	.	103	5	4
S=C(NCCc1ccccc1)N/N=C/c1c(Cl)cccc1Cl	-3	-6	-4	-7	1520	4.1	-5	-0.64	105	-2	5
CCCCn1cnc2sc(-c3ccccc3)cc2c1=O	-69	8	-13	-2	1573	-0.1	.	.	114	9	10
COc1ccc(OCc2csc(N)n2)cc1	-26	5	7	-11	1586	4.3	-4	-0.27	101	4	1
COc1ccc(C(CNc2ccc(S(=O)(=O)N3CCCC3)cc2[N+](=O)[O-])N2CCCC2)cc1 (stereo not drawn)	-4	-3	1	-6	1406	1.1	-4	-0.57	107	-4	0
N#CCCNCC1(c2ccccc2)CCCC1	-2	-1	3	2	1410	0.7	-12	-2.7	99	1	-20

(list continues)
SMILES	STAT1 inh	PPARg SRC-1 ag	STAT3 inh	TLR4-MyD88 BLA	TR-FRET SRC-2 ct	RAM inhibit	S1P3 antagonist	ROMK primary	STAT3 activator	PPARg SRC-2 ag	PPARg SRC-3 ag
CC(=O)Nc1sc(/C(C#N)=C\c2cccc(Cl)c2)nc1-c1ccc(C)cc1	-9	-2	-1	31*	1454	2.0	24	.	99	4	3
COc1cc(O)oc1C=Nc1ccc(Cl)cc1Cl	0	2	-1	-11	1587	0.5	.	.	101	3	10
Cc1cc(N/N=C\c2ccccc2)nc(-c2ccccc2O)n1	-13	7	5	-3	1730	2.5	-6	0.35	93	7	6
O=C(NCc1ccncc1)Nc1ccc(Cl)cc1Cl	4	3	9	-15	1643	2.0	.	.	96	6	0
COc1ccc(-c2nc(N)sc2C2(O)C(=O)Nc3c(Br)cc(F)cc32)cc1OC (stereo not drawn)	-13	1	-2	-11	1485	0.2	-11	0.68	105	-6	3
COc1ccc(-n2nnnc2SCC(=O)N2C(C)CCCC2C)c(OC)c1 (stereo not drawn)	4	-1	10	8	1476	-1.0	-16	.	101	2	-2
O=C(NC1CCCCC1)C(c1ccco1)N(Cc1ccco1)C(=O)c1ccco1 (stereo not drawn)	-3	3	3	-4	1450	1.6	-24	.	100	3	2
Cc1ccc2c(Cl)c(C(=O)Nc3ccc4c(c3)OCO4)sc2c1	-5	9	3	-10	1877	3.5	-18	0.96	98	2	5
O=C(O)c1ccccc1NS(=O)(=O)c1ccc2c(c1)OCCO2	-18	3	1	0	1404	1.4	-2	0.3	103	5	5
Nc1ccc(/C=C/C(=O)c2cccs2)cc1	-26	11	4	25*	1737	-1.1	-1	-6*	99	5	6
CC1=C(C(=O)Nc2ccccn2)C(c2cccnc2)n2nnnc2N1 (stereo not drawn)	-3	0	3	7	1492	1.6	-2	.	100	-4	-1
CCN(Cc1ccccc1)c1ccc(N=Nc2nn(C)c(C)c2[N+](=O)[O-])cc1	-36	-5	-8	1	1485	6.7	-8	.	102	2	-6
CC(=O)c1ccc(N2CCN(c3ccc(S(=O)(=O)NCCCN(C)C)cc3[N+](=O)[O-])CC2)cc1	24	6	17	-16	1738	0.2	0	-0.67	91	4	5
O=c1cc(-c2ccc(Cl)c(Cl)c2)[nH][nH]1	0	-2	-2	-12	1666	1.3	23	-0.35	104	5	16
Cc1cc(C)c2c(n1)nn1c(N3CCN(c4cccc(Cl)c4)CC3)cc(C)nc21	-3	6	8	-2	1533	.	-7	0.85	96	7	1
CC1(C)CC(=O)C2=C(C1)OC(N)=C(C#N)C2C1C=CCCC1 (stereo not drawn)	1	2	3	-14	1676	1.4	.	0.15	100	5	-1
Cn1ncc2c(NNC(=O)c3ccc(Cl)cc3Cl)ncnc21	7	-4	14	-5	1409	0.5	-3	.	90	-3	-4
CN(C)C(=O)C(=O)c1cccn1-c1cccc(Cl)c1C#N	-1	7	7	-11	1384	-0.4	-2	.	98	0	5
O=C(NCc1ccco1)c1cccc2c1C(=O)N(C1CCCCC1)C2	5	8	5	-14	1465	3.3	-24	.	101	12	-5
CCC1CC2(C)NC(=O)c3c(sc4c3CC(C)(C)OC4)N2C1=O (stereo not drawn)	-2	-3	5	3	1337	0.5	.	0.58	102	-8	-6
COc1ccc(CN2C(=O)c3cccnc3C2Nc2cc(Cl)c(OC)cc2OC)cc1 (stereo not drawn)	-6	2	0	7	1509	2.3	22	1.5	103	7	2
CCOC(=O)c1ccc(Cl)c(NC(=O)c2ccc(-c3ccccc3)cc2)c1	-15	9	8	2	1621	2.7	.	-0.056	99	6	4
CCN(C(=O)CN1CCCCC1)C1(C)C(=O)c2ccccc2C1=O	7	4	2	3	1538	1.7	9	.	99	1	2
COC(=O)Cc1ccc(NC(=S)N2CCCC(C)C2)cc1 (stereo not drawn)	-5	8	3	-5	1395	-0.7	-7	-0.96	101	-9	3
CS(=O)(=O)c1cnc(-c2ccccc2)nc1-c1ccccc1Cl	-4	4	16	-6	1675	0.4	-20	-0.0059	92	9	3

The listing continues.
SMILES	STAT1 inh	PPARg SRC-1 ag	STAT3 inh	TLR4-MyD88 BLA	TR-FRET SRC-2 ct	RAM inhibit	S1P3 antagonist	ROMK primary	STAT3 activator	PPARg SRC-2 ag	PPARg SRC-3 ag
CCCCn1c(N)nc2ccccc21	9	0	4	-5	1591	-0.7	.	-0.32	103	4	11
COC(CN(C(=O)CCl)C(C(=O)NC1CCCCC1)c1ccc(Cl)cc1)OC (stereo not drawn)	4	3	-2	4	1596	-0.6	-2	0.71	102	3	0
O=C1C2CC=CCC2C(=O)N1c1ncn[nH]1 (stereo not drawn)	2	-3	7	0	1714	-0.9	.	-0.24	99	7	5
CCNc1nc(C23CC4CC(CC(C4)C2)C3)cs1	-2	2	4	-4	1650	1.9	-13	0.57	98	-1	3
O=C(NCc1ccccc1)c1cc2nc(C3CC3)cc(C(F)(F)F)n2n1	2	-1	5	4	1632	1.2	.	.	99	-1	4
OC(COc1ccccc1)CN1CCN(c2ncccn2)CC1 (stereo not drawn)	-11	2	-1	12	1614	1.0	.	.	102	3	5
Cc1ccnc(NC(=O)c2cc3ccccc3oc2=O)c1	-46	9	10	13	1689	2.8	-13	-0.31	93	3	5
COC(=O)Cc1c(C(=O)OC)nnn1-c1ccc(OC)cc1	7	3	5	11	1668	0.6	3	.	98	1	2
CCCc1nnc(SCC(=O)N2CCCCC2C)n1CC (stereo not drawn)	-7	3	-3	6	1453	0.9	.	.	105	0	4
NNC(=O)c1ccc2c(c1)S(=O)(=O)NNC2=O	-2	-1	11	-9	1541	1.1	4	0.01	99	-3	5
c1ccc(-c2ccccc2OCCN2CCCCC2)cc1	-2	-6	9	13	1622	-0.4	7	0.036	100	-2	-2
CCCN(CCC(=O)Nc1ccccc1F)CC1CC1	-2	-3	0	9	1495	-0.2	2	.	103	-5	-6
COc1ccc(-c2csc(NC(=O)c3ccc(S(=O)(=O)N4CCc5ccccc5C4)cc3)n2)cc1	7	5	0	-8	1462	3.5	11	-0.34	103	6	1
Cc1ccc(SCc2nc3ccccc3n2CC(=O)Nc2ccc(Cl)cc2)cc1	9	-2	3	9	1655	0.5	.	-0.82	104	-3	5
CN(C)S(=O)(=O)c1ccc(Cl)c(NC(=O)COC(=O)/C=C/c2ccc(S(=O)(=O)N3CCOCC3)cc2)c1	-4	-3	21	4	1451	5.3	-7	-0.37	88	-6	-2
NC(=S)Cc1nc(-c2ccccc2)cs1	-1	4	10	-10	1562	1.4	-4	-0.85	95	2	8
COCCNc1c([N+](=O)[O-])c(=O)n(-c2ccccc2)c2ccccc12	6	1	-1	-2	1365	2.0	7	.	103	-12	5
CCOc1ncccc1C(=O)OCc1nnc(-c2ccccc2)o1	5	-2	2	-12	1745	1.5	-4	.	100	4	-9
COc1ccc(Nc2nc3cc(C)ccc3cc2C#N)c(OC)c1	6	-4	6	4	1603	2.9	-9	-0.93	100	1	-2
C/[N+]([O-])=C1\Cc2ccccc2C1=O	0	-5	0	-5	1609	2.4	-3	.	110	-3	-6

Compound activity as filed in PubChem BioAssay.
